PglD DTNB: inhibitors of Campylobacter jejuni PglD acetyltransferase; 360,000 tested, 0.098% active; inhibition, % at 12.5 µM; purified PglD enzyme, DTNB colorimetric CoA detection; in the data active = inhibition above about 16%, passing the limit was not always enough; inconclusive = no clear call, values can overlap the other calls; note: strong numbers were not always called active
PAX8 inh HTS: inhibitors of PAX8 transcriptional activity in RMG-I cells. RMG-I TPO-luciferase reporter, SteadyGlo, 24 h. inhibition, % at 12.6 µM. 360,000 tested, 1.2% active;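 active = mean replicate inhibition at least 60% with every replicate also reaching 60%; inconclusive = only one of the two criteria is met; inactive = mean below 60% and not all replicates reaching 60%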;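 note: luciferase light reporting Pax8 driven TPO promoter activity; plate controls were median of neutral control wells for no effect and mitoxantrone controls for full effect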
Cneo AK release: causes C. neoformans cell lysis; adenylate kinase release luminescence, 4 h; normalised: neutral wells 0, clomiphene wells 100; lysis activity, % at 15 µM; 360,000 tested, 0.2% active; AID 651654;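 active = mean lysis activity across replicates of at least 80%, whatever share of replicates individually reach that level; inactive = mean lysis activity below 80%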
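Material – Cryptococcus neoformans yeast cells · Quantity – 5 × 10^6 yeast cells/mL · Buffer or medium – YPD medium · Compound – single dose · Timing – 4 h static compound exposure, 37 °C, read 1 h post-reagent · Signal – adenylate kinase release luminescence · Read-out basis – lysis from increased AK signal · Benchmarks – Clomiphene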
INS-1E GSIS act: primary screen for activators of insulin secretion dependent on glucose, INS-1E cells, GLuc reporter luminescence | INS-1E GLuc reporter insulin secretion, 2-3 h | activation, % at 16.6 µM | 370,000 tested, 0.61% active;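 active = lowest replicate activation of at least 40%, so every replicate reaches that level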;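 note: 0% = median of neutral control wells and 100% = median of IBMX positive control wells; some compounds called inactive have numbers as strong as hits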
ARNT TACC3 PPI: ARNT/TACC3 interaction disruption; inhibition, % at 9.99 µM; 390,000 tested, 0.66% active; Q9Y6A5; AlphaScreen His-ARNT PAS-B/GST-TACC3 binding, luminescence; TACC3 fragment carries E629A point mutation;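 active = mean inhibition of replicates at least 50% and at least half of replicates each reaching 50%; inconclusive = half or more replicates reach 50% but mean below 50%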;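 note: 0% = complete ARNT plus TACC3 wells and 100% = ARNT alone without TACC3; many hits fall short of the cut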
LGR2 antag: Drosophila LGR2 receptor signaling inhibition; 380,000 tested, 0.35% active; HEK293 LGR2, CRE-luciferase, bursicon-stimulated, 4 h; inhibition, % at 9.99 µM;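 active = drop in luminescence signal, shown as inhibition above about 50% in the replicate tests, limit read from the data, passing the limit was not always enough; inconclusive = probably only some replicates passing the limit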;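 note: agonist challenge used bursicon conditioned medium at about half maximal strength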
C2C12 statin: suppression of simvastatin myotoxicity; C2C12 myotubes + simvastatin, ATP luminescence, 48 h; scaled: DMSO 0, geranylgeraniol control 100; rescue of ATP level, % at 7.49 µM; 330,000 tested, 0.78% active; AID 602340;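 active = mean ATP rescue above about 67%, or every replicate alone reaching that limit, limit read from the data, passing the limit was not always enough; inconclusive = no clear call, values can overlap the other calls; inactive = mean under the limit and some replicate under it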;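 note: myotubes were challenged with 10 µM simvastatin during compound exposure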
PGC1a acetyl inh: modulators of PGC1a acetylation. U2OS PGC1a acetylation, AlphaScreen anti-acetyl-lysine; with virally co-expressed GCN5 acetyltransferase. inhibition, % at 15.6 µM. 350,000 tested, 0.17% active;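 active = every replicate shows inhibition of at least 40%; inconclusive = mean inhibition at least 40% but some replicate below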;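 note: 0% = neutral control wells and 100% = positive control wells; some results beyond the cut were filed as inactive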
Active calls of the source: *.

What do the screens show for `O=C(NNC(=O)c1cc(-c2ccncc2)nc2ccccc12)c1ccccc1O`?
PglD DTNB: 4; PAX8 inh HTS: 31; Cneo AK release: 1; INS-1E GSIS act: 11; ARNT TACC3 PPI: 2; LGR2 antag: -8; C2C12 statin: -5

What do the screens show for `COc1ccccc1-c1ccc([C@H]2[C@@H](C#N)N(C(=O)C3CCOCC3)[C@H]2CO)cc1`?
PglD DTNB: 2; PAX8 inh HTS: -9; Cneo AK release: -1; INS-1E GSIS act: -8; ARNT TACC3 PPI: 0; LGR2 antag: -2; C2C12 statin: -3; PGC1a acetyl inh: 3

How did CN1C(=O)c2cc(NC(=O)Nc3ccccc3F)ccc2OC[C@@H]2O[C@H](CC(=O)O)CC[C@@H]21 do in these assays?
PglD DTNB: -3; PAX8 inh HTS: -3; Cneo AK release: 1; INS-1E GSIS act: 7; ARNT TACC3 PPI: 7; LGR2 antag: 6; C2C12 statin: -15; PGC1a acetyl inh: 4

Results for CC(=O)Nc1ccc2c(c1)CCCC2 ?
PAX8 inh HTS: -26; INS-1E GSIS act: 1; ARNT TACC3 PPI: -4; LGR2 antag: -23

Results for C[C@@H]1CN([C@H](C)CO)C(=O)c2cccc(NS(=O)(=O)c3ccccc3)c2O[C@H]1CN(C)C(=O)Nc1ccccc1 ?
PglD DTNB: 6; PAX8 inh HTS: -11; Cneo AK release: 1; INS-1E GSIS act: -4; ARNT TACC3 PPI: -4; LGR2 antag: 8; C2C12 statin: 36; PGC1a acetyl inh: 11

What do the screens show for `COC(=O)Cc1ccc(NC(=S)NCc2cccc(OC)c2)cc1`?
PAX8 inh HTS: -3; INS-1E GSIS act: 1; ARNT TACC3 PPI: 1; LGR2 antag: 18; C2C12 statin: -1; PGC1a acetyl inh: 7

What do the screens show for `CCCC#Cc1ccc2c(c1)O[C@@H](CN(C)CCC)[C@H](C)CN([C@@H](C)CO)S2(=O)=O`?
PglD DTNB: 1; Cneo AK release: 7; INS-1E GSIS act: -5; ARNT TACC3 PPI: 4; LGR2 antag: 1; C2C12 statin: -46; PGC1a acetyl inh: -11

Results for Cc1ccc(NS(=O)(=O)c2ccc(NS(=O)(=O)c3cccs3)cc2)cc1 ?
PglD DTNB: -7; Cneo AK release: -1; ARNT TACC3 PPI: -1; C2C12 statin: -5; PGC1a acetyl inh: 10

What do the screens show for `C[C@H]1CN([C@@H](C)CO)S(=O)(=O)c2ccc(C#CC3CCCC3)cc2O[C@@H]1CN(C)Cc1cncnc1`?
PAX8 inh HTS: 3; INS-1E GSIS act: -34; LGR2 antag: -5; C2C12 statin: -35; PGC1a acetyl inh: 12

Results for Cc1ccc(Nc2nc(-c3ccc(S(=O)(=O)N4CCOCC4)cc3)cs2)cc1 ?
PglD DTNB: 0; Cneo AK release: -4; ARNT TACC3 PPI: -30; C2C12 statin: -35; PGC1a acetyl inh: -4

How did COC(=O)C[C@H]1C[C@H]2c3cc(NS(=O)(=O)c4ccc(F)cc4)ccc3O[C@H]2[C@H](CO)O1 do in these assays?
PglD DTNB: 0; PAX8 inh HTS: -8; Cneo AK release: -2; INS-1E GSIS act: -4; ARNT TACC3 PPI: 5; LGR2 antag: 8; C2C12 statin: 9; PGC1a acetyl inh: -10

Results for O=C(C[C@H]1CC[C@H]2[C@@H](COC[C@H](O)CN2C(=O)c2cccnc2)O1)NCc1ccccc1 ?
PglD DTNB: -2; PAX8 inh HTS: -10; Cneo AK release: 0; INS-1E GSIS act: 6; ARNT TACC3 PPI: 6; LGR2 antag: 4; C2C12 statin: 1; PGC1a acetyl inh: 2

What do the screens show for `C[C@H]1CN([C@@H](C)CO)S(=O)(=O)c2ccc(C#CC3(O)CCCC3)cc2O[C@@H]1CN(C)C(=O)Nc1ccc(F)cc1`?
PglD DTNB: 2; Cneo AK release: -10; INS-1E GSIS act: -7; ARNT TACC3 PPI: -2; LGR2 antag: 6; PGC1a acetyl inh: -6

What do the screens show for `Cc1cccc(-c2ccc([C@@H]3[C@H]4CN(C(=O)c5ccncc5)CCCCN4[C@H]3CO)cc2)c1`?
PglD DTNB: 1; PAX8 inh HTS: 30; Cneo AK release: 4; INS-1E GSIS act: -5; ARNT TACC3 PPI: -2; LGR2 antag: -13; C2C12 statin: -1; PGC1a acetyl inh: 6

Results for C[C@H](CO)N1C[C@H](C)[C@@H](CN(C)C(=O)Nc2ccc3c(c2)OCO3)Oc2ccc(NS(C)(=O)=O)cc2CC1=O ?
PglD DTNB: 5; PAX8 inh HTS: 1; Cneo AK release: 2; INS-1E GSIS act: 9; LGR2 antag: 20; C2C12 statin: -33; PGC1a acetyl inh: 8

What do the screens show for `CCCCCn1c(CN2CCN(c3cccc(Cl)c3)CC2)nc2c1c(=O)[nH]c(=O)n2C`?
INS-1E GSIS act: -45; ARNT TACC3 PPI: 5; LGR2 antag: 19; C2C12 statin: 3; PGC1a acetyl inh: -4

How did CCOc1ccc(S(=O)(=O)NCCC(=O)N2CCN(c3ccccc3O)CC2)cc1 do in these assays?
PglD DTNB: 2; PAX8 inh HTS: 24; Cneo AK release: -3; INS-1E GSIS act: -2; ARNT TACC3 PPI: -2; LGR2 antag: 10; C2C12 statin: 34

What do the screens show for `O=S1(=O)CCN2C=C(Br)C=C(Br)C2=N1`?
PglD DTNB: 6; Cneo AK release: 5; INS-1E GSIS act: 20; ARNT TACC3 PPI: 10; LGR2 antag: 3; C2C12 statin: 2; PGC1a acetyl inh: 5

How did CSCCC(NS(=O)(=O)c1ccc2c(c1)OCCO2)C(=O)N(C)Cc1ccccc1F (stereo not given) do in these assays?
PglD DTNB: -4; PAX8 inh HTS: 5; Cneo AK release: 0; INS-1E GSIS act: 0; ARNT TACC3 PPI: -10; LGR2 antag: 0; C2C12 statin: -20; PGC1a acetyl inh: -1

What do the screens show for `O=C(Nc1ccc(CN2CCOCC2)cc1)c1ccc(F)cc1`?
PglD DTNB: -6; PAX8 inh HTS: -108; Cneo AK release: -2; INS-1E GSIS act: 7; ARNT TACC3 PPI: -8; LGR2 antag: -21; C2C12 statin: 3; PGC1a acetyl inh: 54*

What do the screens show for `CCSc1nc2cc(OC)c(OC)cc2c(=O)n1CCc1ccccc1`?
PglD DTNB: -7; Cneo AK release: -1; INS-1E GSIS act: 13; ARNT TACC3 PPI: -4; LGR2 antag: 7; C2C12 statin: -46; PGC1a acetyl inh: -1

How did CCOC(=O)C1CCN(C(=O)COC(=O)/C=C/c2cccc(OC)c2OC)CC1 do in these assays?
PglD DTNB: -2; PAX8 inh HTS: 7; Cneo AK release: -2; INS-1E GSIS act: 6; ARNT TACC3 PPI: 5; LGR2 antag: -9; C2C12 statin: 7; PGC1a acetyl inh: -1

How did CCC(=O)N1CC[C@@H]2[C@H]1c1cc(C#Cc3ccc(F)cc3)ccc1N[C@@H]2CO do in these assays?
PglD DTNB: -2; PAX8 inh HTS: -17; Cneo AK release: -1; INS-1E GSIS act: -6; ARNT TACC3 PPI: 2; LGR2 antag: -12; C2C12 statin: 18; PGC1a acetyl inh: -11

How did Cc1nc(Nc2c(Cl)cccc2Cl)sc1C(=O)Nc1ccccc1 do in these assays?
PAX8 inh HTS: -7; INS-1E GSIS act: -14; ARNT TACC3 PPI: -3; LGR2 antag: 12

How did O=C(Cc1ccccc1)N[C@@H]1CC[C@H](CC(=O)N2CCCCC2)O[C@H]1CO do in these assays?
PglD DTNB: 0; PAX8 inh HTS: -2; Cneo AK release: 6; INS-1E GSIS act: -4; LGR2 antag: 13; C2C12 statin: 6; PGC1a acetyl inh: -2

Results for ON=C1c2cc(OCCN3CCCCC3)ccc2-c2ccc(OCCN3CCCCC3)cc21 ?
PglD DTNB: -6; Cneo AK release: -1; ARNT TACC3 PPI: 7; C2C12 statin: -8; PGC1a acetyl inh: -3

How did Cc1cccc(OCC(=O)Nc2ccncc2)c1 do in these assays?
PAX8 inh HTS: -16; INS-1E GSIS act: -2; ARNT TACC3 PPI: -1; LGR2 antag: -4

What do the screens show for `Cc1noc(C)c1NC(=O)Nc1ccc2c(c1)C(=O)N([C@@H](C)CO)C[C@@H](C)[C@@H](CN(C)C(=O)CCCN(C)C)OCCCC[C@H](C)O2`?
PglD DTNB: 2; PAX8 inh HTS: -2; Cneo AK release: -2; INS-1E GSIS act: 19; ARNT TACC3 PPI: -3; LGR2 antag: 5; C2C12 statin: -33; PGC1a acetyl inh: 1

Results for CC(C)CC#Cc1ccc2c(c1)O[C@@H](CN(C)S(=O)(=O)c1ccc(F)cc1)[C@H](C)CN([C@H](C)CO)S2(=O)=O ?
PglD DTNB: 0; PAX8 inh HTS: 67*; Cneo AK release: -5; INS-1E GSIS act: -5; ARNT TACC3 PPI: -6; LGR2 antag: 21; C2C12 statin: -96; PGC1a acetyl inh: -1

What do the screens show for `O=C(c1cc(-c2ccccc2)on1)N(Cc1cccnc1)C(c1ccccn1)c1nc2ccccc2[nH]1` (stereo not given)?
PglD DTNB: 3; PAX8 inh HTS: -5; Cneo AK release: 0; INS-1E GSIS act: -1; LGR2 antag: -1; C2C12 statin: 0; PGC1a acetyl inh: -1

What do the screens show for `CCC(=O)Nc1ccc2c(c1)OC[C@@H](C)N(C(=O)c1ccccc1F)C[C@H](C)[C@H](OC)CN(C)C2=O`?
PglD DTNB: -1; PAX8 inh HTS: 2; Cneo AK release: -8; INS-1E GSIS act: 2; ARNT TACC3 PPI: -6; LGR2 antag: -10; C2C12 statin: -5

How did COC(=O)c1ccc(/C=N/N2CCN(Cc3ccccc3Cl)CC2)cc1 do in these assays?
PAX8 inh HTS: -6; ARNT TACC3 PPI: 0; LGR2 antag: 11; C2C12 statin: -6

How did COCC(=O)Nc1ccc2c(c1)C(=O)N(C)C[C@@H](OC)[C@H](C)CN(C(=O)C1CCCC1)[C@@H](C)CO2 do in these assays?
PglD DTNB: -5; Cneo AK release: -4; INS-1E GSIS act: -11; ARNT TACC3 PPI: -3; LGR2 antag: -9; C2C12 statin: 3; PGC1a acetyl inh: 5

How did COc1ccc(-c2c(-c3ccsc3)oc(=O)c3cc(OC)c(OC)cc23)cc1 do in these assays?
PglD DTNB: -2; PAX8 inh HTS: -28; Cneo AK release: -1; INS-1E GSIS act: -8; ARNT TACC3 PPI: 8; LGR2 antag: -21; C2C12 statin: 0; PGC1a acetyl inh: 3

What do the screens show for `COC(=O)C(CC(C)C)NC(=O)c1ccc([N+](=O)[O-])c(C)c1` (stereo not given)?
PglD DTNB: -6; PAX8 inh HTS: 7; Cneo AK release: 0; ARNT TACC3 PPI: 2; PGC1a acetyl inh: 2

Results for COc1ccc(-c2nn(-c3ccccc3)cc2C(=O)NC(=S)Nc2cc(Cl)ccc2Cl)cc1 ?
PAX8 inh HTS: 9; INS-1E GSIS act: 0; ARNT TACC3 PPI: 31; LGR2 antag: 4; PGC1a acetyl inh: 2

How did Cc1ccc(Cl)cc1N1CCN(C(=O)c2noc(C)c2[N+](=O)[O-])CC1 do in these assays?
PglD DTNB: 0; PAX8 inh HTS: 105*; Cneo AK release: 6; ARNT TACC3 PPI: 8; LGR2 antag: 10; C2C12 statin: 20

How did Cc1cc(Oc2ccccc2)nc(N2CCOCC2)n1 do in these assays?
PglD DTNB: 6; Cneo AK release: -2; ARNT TACC3 PPI: -6; C2C12 statin: 4; PGC1a acetyl inh: -13

What do the screens show for `Cc1c(Nc2cc(Cl)c3nonc3c2[N+](=O)[O-])c(=O)n(-c2ccccc2)n1C`?
PAX8 inh HTS: 107*; INS-1E GSIS act: 70; ARNT TACC3 PPI: -1; LGR2 antag: 103*; PGC1a acetyl inh: inconclusive

Source: PubChem BioAssay
